Assay outcomes deposited in PubChem BioAssay by several laboratories.
sPLA2-III inh: human group III sPLA2 inhibitors, primary screen, biochemical, QFRET, BODIPY PC-A2 liposome substrate | QFRET BODIPY PC-A2 liposome hydrolysis, fluorescence | hit rate 0.56% among 370,000 | Group 3 secretory phospholipase A2 (Homo sapiens), Q9NZ20 | AID 743126, 2013 | inhibition, % at 12.2 µM;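 active = inhibition above mean plus 3 SD of compounds lying within the high and low control bounds, cut at about 19% in these data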;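 note: 0% = median of test compound wells and 100% = no enzyme DMSO wells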
FXN GAA850 act: FXN promoter activators, primary screen, cell-based, luciferase luminescence, HEK293 lucGAA850; HEK293 lucGAA850 FXN promoter luciferase reporter, 24 h; percent of 10 µM SAHA response; activation, % at 6 µM; hit rate 0.56% among 360,000; AID 540364, 2011;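 active = activation above the average of all compounds screened plus 3 SD, cutoff fixed separately per campaign, cut at about 7.5% in these data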;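 note: 0% = DMSO wells and 100% = 10 µM SAHA wells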
DAX1 inh-1: DAX1 (NR0B1) inhibitors on StAR promoter, primary screen, cell-based, luminescence, SF-1 (NR5A1), full-length DAX-1 | HEK293T StAR-luciferase reporter, SF-1/DAX-1 repression relief | inhibition, % at 6.8 µM | hit rate 1.1% among 370,000 | AID 652010, 2013;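 active = inhibition above the mean over all tested compounds plus 3 SD, cut at about 3.6% in these data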;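 note: 0% = DAX-1 cells with DMSO and 100% = cells lacking DAX-1 with DMSO; higher inhibition means more luminescence from relief of DAX-1 repression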
GC-A act: GC-A stimulated cGMP production enhancers – HEK293 GC-A cells, cGMP TR-FRET, EC30 ANP, primary screen. activation, % at 10 µM. hit rate 0.14% among 370,000. 0% at EC30 ANP, 100% saturating ANP. AID 1671463, 2021. Atrial natriuretic peptide receptor 1 (Homo sapiens), P16066; in the data active = activation above about 40%
Target sequence (P16066 whole entry, looked up): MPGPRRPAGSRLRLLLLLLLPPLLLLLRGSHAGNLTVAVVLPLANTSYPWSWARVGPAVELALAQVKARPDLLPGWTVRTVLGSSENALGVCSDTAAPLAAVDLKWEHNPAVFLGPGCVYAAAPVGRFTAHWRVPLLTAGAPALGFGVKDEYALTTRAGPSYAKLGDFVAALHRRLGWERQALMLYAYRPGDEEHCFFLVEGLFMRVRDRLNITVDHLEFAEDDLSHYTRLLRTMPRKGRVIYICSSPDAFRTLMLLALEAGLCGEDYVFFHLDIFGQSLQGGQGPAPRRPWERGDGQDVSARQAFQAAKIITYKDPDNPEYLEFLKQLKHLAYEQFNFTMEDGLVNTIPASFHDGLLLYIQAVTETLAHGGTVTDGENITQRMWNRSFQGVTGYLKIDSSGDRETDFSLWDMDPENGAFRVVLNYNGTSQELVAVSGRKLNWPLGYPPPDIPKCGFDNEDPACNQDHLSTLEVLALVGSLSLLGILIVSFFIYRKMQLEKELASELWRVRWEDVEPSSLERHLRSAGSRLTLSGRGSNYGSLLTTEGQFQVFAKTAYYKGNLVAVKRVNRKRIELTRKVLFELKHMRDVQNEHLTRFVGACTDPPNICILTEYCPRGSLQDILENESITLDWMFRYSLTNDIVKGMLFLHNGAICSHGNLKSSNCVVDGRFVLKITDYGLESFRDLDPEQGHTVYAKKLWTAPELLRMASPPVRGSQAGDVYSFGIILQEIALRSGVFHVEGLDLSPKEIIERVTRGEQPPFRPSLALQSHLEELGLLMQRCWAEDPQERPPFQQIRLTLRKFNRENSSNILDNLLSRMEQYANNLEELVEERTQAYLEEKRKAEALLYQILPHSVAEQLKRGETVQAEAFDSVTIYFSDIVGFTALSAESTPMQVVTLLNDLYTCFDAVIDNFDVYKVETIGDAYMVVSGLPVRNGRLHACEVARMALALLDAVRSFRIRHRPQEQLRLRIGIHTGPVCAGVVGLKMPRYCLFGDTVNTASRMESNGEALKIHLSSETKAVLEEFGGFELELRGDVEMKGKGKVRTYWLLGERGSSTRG
ssDAF12 agonist: S. stercoralis DAF-12 nuclear receptor activators, primary screen, cell-based, luminescence, HEK293, GRIP1 co-expression, lit1-tk-luc; Nuclear hormone receptor DAF-12 (Strongyloides stercoralis); AID 652126, 2013; activation, % at 6.8 µM; HEK293 ssDAF-12/GRIP1 lit1-tk-luc reporter; % of 3 µM dafachronic acid response; hit rate 1% among 370,000;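 active = activation above the mean over all tested compounds plus 3 SD, cut at about 0.9% in these data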;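 note: 0% = DMSO-only wells and 100% = 3 µM delta7-dafachronic acid wells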
SMARCA2 act: SMARCA2 (BRM) function activators, primary screen, cell-based, luminescence, high throughput | MG213 cells, MMTV-luciferase reporter, dexamethasone, overnight | activation, % at 9.1 µM | hit rate 1% among 370,000; in the data active = activation above about 7.8%;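 note: 0% = vehicle wells and 100% = reference activator wells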
hgDAF-12 ag: H. glycines DAF-12 receptor agonists, primary screen, cell-based, luminescence, HEK293, GAL4 fusion, UAS-luciferase; activation, % at 6.8 µM; hit rate 1.8% among 370,000; HEK293 GAL4-hgDAF12 UAS-luciferase reporter, agonist luminescence; normalized to butyrate control; Nuclear hormone receptor DAF-12 (Heterodera glycines), GAL4 fusion; AID 687014, 2013;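 active = activation above a cutoff set at the mean of all screened compounds plus 3 SD, cut at about 10% in these data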;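 note: 0% = DMSO wells and 100% = sodium butyrate wells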
NPR2 activator: human GC-B receptor activators, primary screen, HEK293 GC-B cells, cGMP TR-FRET, EC30 CNP. AID 1920062, 2024. hit rate 0.11% among 370,000. activation, % at 10 µM. 0% at EC30 CNP, 100% saturating CNP. Atrial natriuretic peptide receptor 2 (Homo sapiens), P20594;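 active = activation at 10 µM reaching about 35% in either raw or pattern-adjusted values, limit read from the data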
proKLK7 act: proKLK7 zymogen activators, primary screen, biochemical, fluorescence intensity. Kallikrein-7 (Homo sapiens), P49862. purified proKLK7, EDANS-DABCYL substrate fluorescence; 100% is mature enzyme control, 0% vehicle. activation, % at 7 µM. hit rate 0.9% among 370,000. AID 652039, 2013;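 active = activation above the mean of all tested compounds plus 3 SD, computed per campaign excluding outliers beyond control limits, cut at about 13% in these data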
hcDAF12 agonist: H. contortus DAF-12 nuclear receptor activators, primary screen, cell-based, luminescence, HEK293, lit1-tk-luc reporter; hit rate 1.4% among 370,000; HEK293 hcDAF-12 lit1-tk-luc reporter; 0% DMSO, 100% Δ7-dafachronic acid; activation, % at 6.8 µM; AID 652067, 2013;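 active = activation above the mean of all tested compounds plus 3 SD, cut at about 5.5% in these data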;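 note: 100% = response to 3 µM Δ7-dafachronic acid high control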
DAX1 inh-2: DAX1 (NR0B1) inhibitors, primary screen, cell-based, HEK293, Gal4-DAX1, luciferase luminescence. Nuclear receptor subfamily 0 group B member 1 (Homo sapiens), P51843. HEK293 Gal4-DAX1 luciferase reporter. AID 504766, 2011. hit rate 0.99% among 340,000. inhibition, % at 6.75 µM;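 active = inhibition above the mean over all tested compounds plus 3 SD, cut at about 4.2% in these data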;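 note: 0% = DAX1-transfected cells with DMSO and 100% = empty-vector control cells with DMSO; inhibition shows as a rise in luminescence from relieved DAX1 repression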
The depositor's hits bear a star; nt = no result given. An unsorted share of the library. About 6.7% of those tested had a hit in this group.

SMILES	sPLA2-III inh	FXN GAA850 act	DAX1 inh-1	GC-A act	ssDAF12 agonist	SMARCA2 act	hgDAF-12 ag	NPR2 activator	proKLK7 act	hcDAF12 agonist	DAX1 inh-2
CN1CCc2c(sc3c2C(=O)NC(c2ccc(-c4ccc(Cl)cc4)o2)N3)C1 (stereo unspecified)	-10	1.3	0.5	2	-1.4	3	2.5	0	-7.3	0.1	nt
CC(C)NC(=O)c1onc(CSc2cccc(Cl)c2)c1C(=O)O	-4	-0.2	0.0	-3	-1.3	0	-1.0	0	-0.2	-1.8	0.4
COc1ccc(Nc2nc3ccccc3n3nnnc23)cc1	6	4.2	0.4	-1	-0.8	4	6.7	-5	0.1	0.1	0.9
O=C(CSc1nnc(-c2ccco2)n1Cc1ccccc1)NC(=O)NCc1ccccc1	-21	0.0	-0.1	-1	-0.8	-8	-2.6	0	0.1	-0.4	-0.9
O=C(NC1CCCCCC1)c1ccccc1-c1ccccc1	8	1.4	0.1	-3	-1.7	0	1.1	0	-0.2	-1.0	-1.2
CCOc1ccc(C)cc1S(=O)(=O)n1nc(C)cc1C	3	0.1	0.4	-2	-0.9	-1	-2.2	0	0.3	-1.2	-0.1
Cc1cc(C=NCCO)c(C)n1-c1cc(Cl)ccc1Cl	3	0.7	-1.2	-8	-1.7	-5	-1.5	1	0.0	-1.3	0.1
COCCNC(=O)c1ccc(-n2c(SCc3cccnc3)nc3ccccc3c2=O)cc1	-5	1.2	-1.5	-1	-1.9	3	-1.1	-1	0.1	-1.4	-0.1
COC(=O)C1C(=O)/C(=C(/C)N2CCCC2)C(=O)CC1(C)C (stereo unspecified)	4	3.4	0.4	2	-1.4	0	-1.1	3	0.2	0.5	3.0
O=C(Cn1c(SCC(=O)N2CCc3ccccc32)nc2ccccc21)NC1CCCC1	-7	-2.0	0.1	-1	-1.5	-1	-0.4	6	0.0	-0.2	2.3
CCOc1ccc(NC(=O)C2C3CCC4C(CCC32)C4(Cl)Cl)cc1 (stereo unspecified)	0	0.8	0.1	-1	-1.0	0	5.4	-3	0.4	-0.1	-1.0
CC(C)c1ccc(OCC(O)Cn2cnc3ccccc32)cc1 (stereo unspecified)	-4	2.2	-0.6	3	-1.5	-1	1.8	-6	-0.1	-1.4	-0.2
CCn1c(C)nc2cc(C(N)=O)ccc21	2	0.3	0.2	7	-0.6	-2	0.2	2	0.2	-1.2	0.2
C/C(=N\NC(=O)c1ccccc1O)c1ccc(NC(=O)c2ccccc2)cc1	3	3.5	6.0*	-1	-0.3	5	12*	-1	0.0	7.4*	0.0
Cc1occc1-c1nnc(SCC(=O)NCc2ccc(Cl)cc2)n1-c1ccccc1	0	nt	-0.6	-3	0.2	0	5.3	-7	-0.4	-1.0	nt
CC1(c2nnnn2Cc2ccccc2)CCC(=O)N1CCc1ccccc1F (stereo unspecified)	11	nt	-1.3	-4	-1.6	-4	2.2	2	0.7	0.5	nt
O=C(Nc1ccc(Cl)c(Cl)c1)C1CC(=O)N(c2ccc(Br)cc2)C1 (stereo unspecified)	-2	1.9	0.1	-2	-1.0	-1	2.1	-2	-0.4	-2.0	-0.2
COc1ccc(CN2C(=O)CSCC2(C)C(=O)Nc2c(C)cccc2C)cc1OC (stereo unspecified)	1	nt	0.8	2	-1.1	0	0.7	0	0.3	-1.9	nt
C=CCN(C(=O)CC(NC(C)=O)c1ccccc1)c1nc(-c2ccc(S(C)(=O)=O)cc2)cs1 (stereo unspecified)	-19	1.1	-1.1	-8	-1.3	0	2.1	-8	0.7	-1.2	-0.1
CCOC(=O)C1=C(C)c2ccccc2OC1(CC)C(=O)OCC (stereo unspecified)	-1	-1.2	-0.9	1	-0.3	-1	0.9	-5	0.3	-1.9	0.2
COc1ccc(Nc2nnc(SCC(=O)Nc3cc(C)on3)s2)cc1	10	0.1	0.1	-2	-0.6	-1	-0.9	-13	0.3	-0.5	1.4
Nc1nc(CN2CCN(Cc3ccccc3)CC2)nc(Nc2ccc3c(c2)OCCO3)n1	4	-2.2	1.6	-4	-0.7	9.2*	5.1	-1	-0.1	-1.6	-0.5
O=C(c1ccc(Cl)s1)N1CCCC1	0	-2.0	-0.3	-2	-0.2	-1	-1.6	3	0.4	-0.3	2.5
O=c1c(Cl)c(NS(=O)(=O)c2ccccc2)cnn1-c1ccccc1	1	2.5	0.4	3	-1.8	0	-3.7	1	0.2	-0.9	1.0
O=C1C2C(c3ccccc3)=NN(c3ccccc3)C2C(=O)N1c1ccccc1 (stereo unspecified)	0	0.6	0.2	7	-0.7	-2	-2.7	-2	14*	-1.4	-0.2

By substructure: the compounds so far with a thiophene ring, fused or not (two)
SMILES	sPLA2-III inh	FXN GAA850 act	DAX1 inh-1	GC-A act	ssDAF12 agonist	SMARCA2 act	hgDAF-12 ag	NPR2 activator	proKLK7 act	hcDAF12 agonist	DAX1 inh-2
CN1CCc2c(sc3c2C(=O)NC(c2ccc(-c4ccc(Cl)cc4)o2)N3)C1 (stereo unspecified)	-10	1.3	0.5	2	-1.4	3	2.5	0	-7.3	0.1	nt
O=C(c1ccc(Cl)s1)N1CCCC1	0	-2.0	-0.3	-2	-0.2	-1	-1.6	3	0.4	-0.3	2.5

Continued.
SMILES	sPLA2-III inh	FXN GAA850 act	DAX1 inh-1	GC-A act	ssDAF12 agonist	SMARCA2 act	hgDAF-12 ag	NPR2 activator	proKLK7 act	hcDAF12 agonist	DAX1 inh-2
CCOc1cc(/C=N/NC(=O)C(=O)NCc2cccnc2)ccc1O	5	-0.7	-0.6	-2	-1.1	-1	0.9	-2	-1.0	1.4	1.2
COc1ccc(N2C(=O)C(Cl)=C(Nc3ccccc3O)C2=O)cc1	-6	2.3	-0.1	9	0.6	4	5.0	-9	1.1	3.9	1.3
CCc1nc(SCC(=O)Nc2nnc(C(C)C)s2)n[nH]1	5	-0.2	0.3	-2	-0.7	4	4.5	4	0.0	1.8	-0.2
O=C(c1cc(-c2ccc(Cl)s2)nc2ccccc12)N1CCCC1	2	1.1	-1.5	12	-0.8	-3	-1.3	10	-4.0	0.4	0.4
COCCn1c(C)cc(C(=O)COC(=O)c2c(C)nn(Cc3ccccc3)c2C)c1C	-10	-0.7	-1.1	4	-1.6	-5	-1.2	5	0.3	-2.1	-1.7
O=C1CC(c2ccccc2)n2nc(NC(=O)c3cccs3)nc2N1 (stereo unspecified)	-4	-0.8	1.0	0	-0.9	-2	0.8	5	-0.7	-0.5	-0.3
O=C(Nc1nc(-c2cccnc2)cs1)c1cccc([N+](=O)[O-])c1	6	1.0	1.9	-4	-1.3	-2	0.9	-1	-0.2	0.1	-0.5
CC(C)CN(C(=O)CN(C)CC(=O)Nc1ccc(Cl)c(C(F)(F)F)c1)c1c(N)n(CC(C)C)c(=O)[nH]c1=O	4	-0.3	0.1	-3	-1.1	1	-0.7	3	1.0	-1.7	1.0
O=C(CSc1nnc(-c2cccc(Br)c2)o1)N1CCNC1=O	-2	4.4	1.7	1	-0.2	5	7.1	0	0.4	5.2	0.0
COc1ccccc1C(=O)NNC(=O)c1ccc(NC(=O)C(C)C)cc1	1	2.5	-0.8	2	-0.9	-3	-0.7	0	0.7	4.2	1.1
O=C(NC1CCCCC1)C(c1ccncc1)N(Cc1ccc(F)cc1)C(=O)c1ccccn1 (stereo unspecified)	-2	4.5	-0.1	-5	-1.6	-2	0.4	-4	0.6	-1.3	-0.4
COc1ccc(CC(=O)N2CC3(C)CC2CC(C)(C)C3)cc1OC (stereo unspecified)	1	1.1	-0.1	-1	-1.5	0	-0.1	2	-0.1	-1.8	-0.2
Cc1nc2c(C(=O)N3CCOCC3)cnn2c(C)c1Cc1cccc(Cl)c1	8	nt	0.0	3	-1.1	-6	-1.2	0	4.4	-1.9	nt
COC1=CC(=Cc2c(N)n3nc(CC(=O)N4CCOCC4)sc3nc2=O)C=C(OC)C1=O	-3	-2.0	-0.3	1	-1.2	-1	-1.1	-1	-1.5	0.2	1.4
COc1ccc(CCNc2oc(COc3ccc(Br)cc3)nc2C#N)cc1OC	-30	1.1	-3.3	10	-1.9	-1	3.2	-3	0.0	-4.3	-2.7
Cc1ccc(N2CC(C(=O)Nc3ccc4c(c3)OCCO4)CC2=O)cc1 (stereo unspecified)	5	-4.7	-1.0	-2	-1.2	-3	-6.8	3	-0.3	-0.9	-0.7
Cc1cccc(NC(=O)COc2ccccc2C)n1	2	3.4	0.2	-2	-1.4	3	6.2	2	0.1	1.9	1.5
CCN1C(=O)/C(=C\c2ccc(F)cc2)N=C1SCC(=O)NCc1ccco1	-5	-3.8	-0.4	-6	-1.6	7	6.0	-4	-0.2	-0.7	0.1
O=C(O)CCN1C(=O)c2ccc(Oc3ccc4c(c3)C(=O)N(CCC(=O)O)C4=O)cc2C1=O	12	-0.2	-0.2	8	-1.2	3	-0.2	3	-2.0	-0.9	0.5
CCCn1c(=O)c(C(=O)Nc2ccccc2C(=O)OC)c(O)c2ccccc21	3	0.6	0.3	-6	-1.0	2	-0.6	-5	-0.4	0.2	-0.9
COc1ccc2ccccc2c1/C=N\NC(=O)c1ccc(C)s1	-19	-0.4	-1.1	-5	-1.1	0	1.2	-2	-45	-0.6	-0.2
CCCCn1c(N)c(N(CCOC)C(=O)CSCc2ccccc2C)c(=O)[nH]c1=O	5	-1.3	-0.7	1	-0.8	-2	-2.6	1	-0.1	-0.3	1.8

In the list so far, these have two or more sulfur atoms:
SMILES	sPLA2-III inh	FXN GAA850 act	DAX1 inh-1	GC-A act	ssDAF12 agonist	SMARCA2 act	hgDAF-12 ag	NPR2 activator	proKLK7 act	hcDAF12 agonist	DAX1 inh-2
C=CCN(C(=O)CC(NC(C)=O)c1ccccc1)c1nc(-c2ccc(S(C)(=O)=O)cc2)cs1 (stereo unspecified)	-19	1.1	-1.1	-8	-1.3	0	2.1	-8	0.7	-1.2	-0.1
COc1ccc(Nc2nnc(SCC(=O)Nc3cc(C)on3)s2)cc1	10	0.1	0.1	-2	-0.6	-1	-0.9	-13	0.3	-0.5	1.4
CCc1nc(SCC(=O)Nc2nnc(C(C)C)s2)n[nH]1	5	-0.2	0.3	-2	-0.7	4	4.5	4	0.0	1.8	-0.2
